Assay outcomes as filed in PubChem.
MKP-3 inhibition: MKP-3 phosphatase inhibitors, primary screen, biochemical, rat enzyme, in vitro (AID 425). inhibition, % at 20 µM, or IC50 in µM where a hit was titrated. hit rate 0.17% among 110,000. recombinant MKP-3 phosphatase activity, fluorescence; higher % means a stronger effect; in the data active means inhibition above about 50%;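 further: plate controls were vehicle for no effect and reference inhibitor for full effect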
Hsp70 displacement: small molecules displacing fluorescent ligand from Hsp70 – biochemical, fluorescence polarization, primary screen (AID 583). hit rate 0.06% among 140,000. displacement, % at 20 µM, or IC50 in µM where a hit was titrated. Hsp70 fluorescence polarization probe displacement, mP; higher % means a stronger effect; in the data active means displacement above about 50%;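 further: plate controls were vehicle for no effect and reference ligand for full effect; a part of the inactive calls stands beside numbers as strong as those of hits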
Numbers without * were called inactive; / = no result given; & = joins results of further samples. An excerpt, so the mix of outcomes need not match the whole.

The opening four entries as a preview:
SMILES	MKP-3 inhibition	Hsp70 displacement
COc1ccc(Nc2oc(-c3ccc(Cl)cc3)nc2C#N)cc1	/	2.1%
CCOc1ccc(NC(=O)CN2CCN(C3c4ccccc4-c4ccccc43)CC2)cc1	/	0.4%
CCOc1ccc(-c2n[nH]c(C)c2Oc2ccccc2OC)c(O)c1	-19.0%	-0.3%
Cc1ccc(-c2csc(NC(=O)CCCC(=O)O)c2C(=O)OC(C)C)cc1	2.1%	6.1%

The whole of this part, from the start:
SMILES	MKP-3 inhibition	Hsp70 displacement
COc1ccc(Nc2oc(-c3ccc(Cl)cc3)nc2C#N)cc1	/	2.1%
CCOc1ccc(NC(=O)CN2CCN(C3c4ccccc4-c4ccccc43)CC2)cc1	/	0.4%
CCOc1ccc(-c2n[nH]c(C)c2Oc2ccccc2OC)c(O)c1	-19.0%	-0.3%
Cc1ccc(-c2csc(NC(=O)CCCC(=O)O)c2C(=O)OC(C)C)cc1	2.1%	6.1%
O=S(=O)(Nc1ccc2c(c1)OCCO2)c1cccs1	-6.4%	-1.4%
CN(C)CC/C=C1/c2ccccc2Sc2c(O)cc(Cl)cc21	/	-0.8%
Cc1ccc(-c2nc(N/N=C/c3cccc([N+](=O)[O-])c3)c3ccccc3n2)cc1	7.9%	-2.4%
NCCCN1CCOCC1	/	5.4%
O=C(c1ccc2c(c1)C(=O)N(c1ccncc1)C2=O)c1ccc2c(c1)C(=O)N(c1ccncc1)C2=O	1.1%	-0.3%
CC(=O)C1=C(C)NC(SCC(N)=O)=C(C#N)C1c1sccc1C (centres undefined)	/	0.4%
O=[N+]([O-])c1ccc(OCCN2CCOCC2)cc1	-1.0%	2.9%
O=C1C=C(O)CC(c2ccco2)C1 (centres undefined)	3.0%	2.9%
Cn1nnnc1SCC(=O)N1CCCc2ccccc21	/	0.7%
O=C(NCCc1ccccn1)c1ccc(S(=O)(=O)N2CCCCCC2)cc1	-5.1%	3.8%
CCOC(=O)c1c[nH]c2c3c(ccc2c1=O)CCCC3	4.2%	0.1%
C/C(N)=C(/C#N)C(=O)CSc1nnnn1-c1ccc(C)cc1C	-5.0%	0.5%
O=C(CSc1ccc(Cl)cc1)c1ccco1	-1.4%	5.8%
CCOC(=O)C1=C(C)NC(=S)NC1c1ccccc1OC(F)F (centres undefined)	2.0%	1.4%
O=C1CC(c2ccccc2)CC2=C1C(c1ccc(O)cc1)Nc1ccc(C(=O)c3ccccc3)cc1N2 (centres undefined)	3.6%	-4.4%
Cc1c(CCOC(=O)C2C3CC4CC(C3)CC2C4)sc[n+]1CC(=O)c1ccc(Br)cc1 (centres undefined)	/	-3.3%
CCOC(=O)c1cnc(-n2nc(C)cc2C)nc1NCc1ccc2c(c1)OCO2	-5.1%	-7.0%
O=C(CN1CCOCC1)N1CCCc2c1c(=O)oc1ccc(OCc3ccccc3)cc21	-4.2%	2.8%
COC(=O)c1ccc(CSc2nc3ccccc3[nH]2)o1	/	1.0%
CCCCN(CCCC)c1ccc(C(=O)c2ccccc2C(=O)O)c(O)c1	/	8.0%
COc1cccc(OCCOCCN(C)CCO)c1	-8.5%	6.6%

Going on with the list.
SMILES	MKP-3 inhibition	Hsp70 displacement
CCN1CCN(S(=O)(=O)c2cc(OC)ccc2OC)CC1	-8.3%	-1.7%
CCCCCCCCN1C(=O)C(O)=C(C(C)=O)C1c1ccccn1 (centres undefined)	/	-7.8%
CCn1c(=O)n(CC(=O)N2CCN(c3ccccc3F)CC2)c(=O)c2ccccc21	4.4%	-0.3%
COc1ccc(CNC(=O)c2noc3c2CCCCC3)cc1	3.2%	2.0%
CCOC(=O)c1c(NC(=O)CCc2ccc(CC)o2)sc(C)c1C	/	-0.5%
COc1ccc(S(=O)(=O)N2CCN(Cc3ccc([N+](=O)[O-])cc3)CC2)cc1	4.8%	-2.2%
Cc1cc(=O)n2nc(N3CCC(C(=O)NCc4cccnc4)CC3)sc2n1	4.5%	-1.7%
O=C(Cn1cnc2ccccc2c1=O)N1CCN(c2ccccc2)CC1	/	-3.4%
O=C(OCC(=O)N1CCOCC1)c1ccccc1SCC(=O)N1CCCC1	-5.5%	-5.0%
CCCCNC(=O)CSc1nc2ccccc2c(=O)n1C1CCCC1	-0.6%	0.8%
CC1=C(C)C(C)=C(C#N)C(=C(C#N)C#N)N1	1.7%	5.4%
CC(C)CCNCC(O)Cn1c2ccc(Br)cc2c2cc(Br)ccc21 (centres undefined)	7.1%	-8.5%
Nc1nnc2c(n1)-c1ccccc1C2=O	0.0%	2.6%
CCC(C)(C)C1CCc2c(sc(NC(=O)/C=C/C(=O)O)c2C(N)=O)C1 (centres undefined)	-0.1%	2.6%
Clc1ccc(Cc2nnc(-c3ccccc3Br)o2)cc1	-6.7%	6.4%
CCOC(=O)N1CCC(N2Cc3cccc(C(=O)NCc4ccc(C)cc4)c3C2=O)CC1	-10.5%	0.1%
Cc1nn2c(N3CCCC3)cc(C(C)C)nc2c1-c1ccccc1	0.5%	4.8%
Cc1ccccc1-n1c(C)nnc1SCC(=O)NCC1CCCO1 (centres undefined)	-3.3%	5.4%
Cc1cc(C)c2c(c1)=C(c1sc(N)nc1O)C(=O)N=2	29.1%	21.9%
O=C(O)CCN1C(=O)/C(=C/c2ccccc2Cl)SC1=S	-0.2%	1.6%
O=C(Cn1nnc(-c2ccccc2)n1)NCc1ccc2c(c1)OCO2	-4.2%	-2.1%
COc1ccc(-c2nnc(SCC(=O)OC3CCCCC3)o2)cc1OC	-7.6%	-1.2%
CCC1c2ccc(C)n2CCN1C(=O)Nc1ccccc1C(=O)OC (centres undefined)	3.1%	-5.3%
O=C(c1cccc(F)c1)N1CCN(C2CCC(c3ccccc3)CC2)CC1 (centres undefined)	4.7%	-7.1%
CC(C)CC(=O)NC(NC(=S)Nc1sc2c(c1C#N)CCCC2)C(Cl)(Cl)Cl (centres undefined)	-0.8%	0.8%

Of the compounds above, these contain an NH in an aromatic ring:
SMILES	MKP-3 inhibition	Hsp70 displacement
CCOc1ccc(-c2n[nH]c(C)c2Oc2ccccc2OC)c(O)c1	-19.0%	-0.3%
CCOC(=O)c1c[nH]c2c3c(ccc2c1=O)CCCC3	4.2%	0.1%
COC(=O)c1ccc(CSc2nc3ccccc3[nH]2)o1	/	1.0%

4 compounds out of the list above, sorted by the value under Hsp70 displacement, falling.
SMILES	MKP-3 inhibition	Hsp70 displacement
Cc1ccccc1-n1c(C)nnc1SCC(=O)NCC1CCCO1 (centres undefined)	-3.3%	5.4%
CCOC(=O)C1=C(C)NC(=S)NC1c1ccccc1OC(F)F (centres undefined)	2.0%	1.4%
Cn1nnnc1SCC(=O)N1CCCc2ccccc21	/	0.7%
O=C(Cn1nnc(-c2ccccc2)n1)NCc1ccc2c(c1)OCO2	-4.2%	-2.1%

Next part
SMILES	MKP-3 inhibition	Hsp70 displacement
CCOC(=O)c1c(NC(=O)c2cc(-c3ccc(C(C)C)cc3)nc3ccccc23)sc(C(N)=O)c1C	5.2%	-2.7%
CCCCCC(C)n1[nH]c(=O)c2c(C)cc(C)nc21 (centres undefined)	-8.8%	-0.1%
Cc1onc(-c2c(Cl)cccc2Cl)c1C(=O)Nc1ccc2c(c1)OCCO2	-2.4%&1.9%	1.0%&0.5%
C/C=C/C(=O)N1c2ccc(C)cc2-c2c(ssc2=S)C1(C)C	3.5%	-1.3%
O=C(NN1CCOCC1)c1cccs1	0.2%	-4.5%
Cc1ccc(N2C(=O)CC(SCc3ccccc3)C2=O)cc1 (centres undefined)	-1.7%	2.4%
O=C(CCCn1c(=O)c2sccc2n(Cc2ccc(F)cc2)c1=O)NCc1ccco1	-8.3%	0.4%
Cc1ccc(CC2CC(=O)N(c3cccc(C(F)(F)F)c3)C2=O)cc1 (centres undefined)	0.8%	1.1%
Cc1ccc(C2CC(C(F)(F)F)n3nc(C(=O)Nc4ccc(F)cc4F)cc3N2)cc1 (centres undefined)	7.0%	3.7%
O=C(COc1ccc(Br)cc1)N1CCCCCC1	-1.7%	-0.5%
CC1(C)CNC(=O)C=C(c2ccccc2)C1	-7.5%	/
COc1ccc(S(=O)(=O)Oc2ccc3c(c2)O/C(=C\c2cccnc2)C3=O)cc1	/	-2.0%
COc1cc(C2CC(=O)NC3=C2C(=O)CC(C)(C)C3)ccc1O (centres undefined)	-0.1%	-0.3%
CCOC(=O)C1C(C#N)=C(N)OC(C)=C1c1ccncc1 (centres undefined)	-13.0%	1.8%
N#CCN1CCN(CC(=O)Nc2ccc(OCc3ccccc3)cc2)CC1	/	2.3%
Cc1ccc(C)c(N2C(=O)C3C(C2=O)C2C=CC3C23CC3)c1 (centres undefined)	-0.2%	1.2%
O=C(NCc1ccccc1)C(NC(=O)c1ccccc1)=C1CCCCC1	-2.6%	1.2%
COc1ccc(CC(=O)N=Nc2c(O)n(CN3CCN(C)CC3)c3ccc(Br)cc23)cc1	-2.0%	6.3%
CC1=NOC(=O)/C1=C\c1ccc(-c2cc(Cl)ccc2Cl)o1	/	39.8%
CCN1CCN(c2ncc(C(=O)Nc3cc(Cl)c(OC)cc3OC)c3ccccc23)CC1	-6.5%	-0.3%
O=C(O)c1ccc2c(c1)C(=O)N(c1ccc(C(=O)Nc3cccc(O)c3)cc1)C2=O	3.6%	5.5%
Cc1ccc2cccc(SCC(=O)N3CCOCC3)c2n1	-7.2%&1.9%	0.9%&1.8%
O=S(=O)(NCc1ccccc1)c1ccc(S(=O)(=O)N(Cc2ccccn2)Cc2ccco2)cc1	3.0%	1.9%
C=CCOc1c(Br)cc(C2NC(=O)NC(C)=C2C(C)=O)cc1OCC (centres undefined)	/	2.3%
Cc1ccccc1N1C(=O)[C@@H]2Cc3ccccc3CN2C1=O	-7.9%	7.8%

Some of the entries so far, with two lines to a compound:
Below each SMILES – MKP-3 inhibition | Hsp70 displacement
- COc1ccc(S(=O)(=O)Oc2ccc3c(c2)O/C(=C\c2cccnc2)C3=O)cc1
  / | -2.0%
- CCOC(=O)c1c(NC(=O)c2cc(-c3ccc(C(C)C)cc3)nc3ccccc23)sc(C(N)=O)c1C
  5.2% | -2.7%
- C=CCOc1c(Br)cc(C2NC(=O)NC(C)=C2C(C)=O)cc1OCC (centres undefined)
  / | 2.3%
- CC1(C)CNC(=O)C=C(c2ccccc2)C1
  -7.5% | /
- CCOC(=O)C1C(C#N)=C(N)OC(C)=C1c1ccncc1 (centres undefined)
  -13.0% | 1.8%
- O=S(=O)(NCc1ccccc1)c1ccc(S(=O)(=O)N(Cc2ccccn2)Cc2ccco2)cc1
  3.0% | 1.9%

Later entries.
SMILES	MKP-3 inhibition	Hsp70 displacement
O=C1NC(=O)N(c2ccccc2)C(=O)/C1=C/c1ccc(N2CCCC2)cc1	6.8%	2.3%
COc1ccccc1CC1(C)NC(=O)N(CC(=O)N2CC(C)OC(C)C2)C1=O (centres undefined)	-7.3%	5.0%
CN(CC(=O)Nc1nc2ccccc2s1)S(=O)(=O)c1ccc(Cl)cc1	/	1.8%
Cc1ccc(-c2nn(CC(=O)N(C)C)c(=O)c3ccccc23)cc1S(=O)(=O)N(C)C	/	-0.1%
CC1CCCC(C)N1CC(O)COc1ccc(N=Cc2ccccc2O)cc1 (centres undefined)	-2.9%	2.1%
CC(C)Cc1ccc(C(C)C(=O)N2CCOCC2)cc1 (centres undefined)	-1.2%&-0.3%	1.4%&-2.8%
COc1ccc(S(=O)(=O)N2CC(C)N(S(=O)(=O)c3ccc(OC)cc3)CC2C)cc1 (centres undefined)	-6.4%	2.7%
CCO/C(C)=N/n1c2nc3ccccc3nc2c2c(=O)n(Cc3ccccc3Cl)c(C)nc21	-7.4%	-2.3%
COC(=O)c1ccccc1NC(=O)COC(=O)c1cccnc1	-8.2%	0.4%
COc1ccc(Oc2coc3cc(OC(=O)N4CCOCC4)ccc3c2=O)cc1	2.8%	-0.9%
CCOc1ccc(N2C(=O)CC(N3CCN(C4CCc5ccccc5C4)CC3)C2=O)cc1 (centres undefined)	-8.9%	-2.0%
Cc1cc(C)n(-c2cc(N(CCO)CCO)ncn2)n1	-5.1%	6.2%
CNC(=O)Nc1ccccc1C(=O)NCc1ccccc1	5.4%	2.5%
CCOC(=O)N1CCN(C2CC(=O)N(c3ccc(Oc4ccccc4)cc3)C2=O)CC1 (centres undefined)	/	3.1%
CCCCSc1nc2sc3c(c2c(=O)n1-c1ccc(OC)cc1)CC(C)(C)OC3	0.9%	-0.5%
CCOC(=O)n1c(SCC(=O)N(CC)CC)nc2ccccc21	-1.3%	-1.3%
Fc1cc(Br)ccc1Nc1nc2ccccc2n2nnnc12	7.4%	-13.7%
CCOC(=O)c1c(-c2ccc(F)cc2)csc1NC(=O)C1CCCCC1C(=O)O (centres undefined)	-0.7%	2.2%
CCCCn1c(=N)n(CC(O)c2ccc(Cl)cc2)c2ccccc21 (centres undefined)	3.8%	-5.4%
COc1ccc(-c2csc(Nc3ccc(S(N)(=O)=O)cc3)n2)cc1	/	-4.9%
Cc1ccc(CNC(=O)C2(C)Oc3ccccc3NC2=O)cc1 (centres undefined)	/	9.5%
